# Source: PubChem BioAssay (National Center for Advancing Translational Sciences (NCATS))
# PI5P4K alpha inh – qHTS for Inhibitors of phosphatidylinositol 5-phosphate 4-kinase (PI5P4K); AID 652105, 2013; PI5P4Kalpha enzyme, ADP-Glo luminescence, 60 min; active compounds read low; max response, %; 330,000 tested, 1.2% active; Phosphatidylinositol 5-phosphate 4-kinase type-2 alpha (Homo sapiens), P48426; active = max response of -50% or lower; inconclusive = between -30% and -50%; inactive = -30% or higher; note: value at the top dose of about 77 µM; % is set by controls: 0 for no effect and ±100 for the full control effect
#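 Compounds were pin-transferred onto PI5P4Kalpha and substrate in HEPES pH 7.4 buffer with EGTA, CHAPS and 5% DMSO. ATP (5 microM final) started the reaction, which ran 60 minutes at room temperature before ADP-Glo detection.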
# WRN helicase inh – qHTS for Inhibitors of WRN Helicase. AID 651768, 2012. Bifunctional 3'-5' exonuclease/ATP-dependent helicase WRN (Homo sapiens), Q14191. Potency, µM (highest dose often 114 µM), for inactives: at the top dose activity change, negative = inhibition, most hits filed as inhibitors. 360,000 tested, 0.46% active. WRN helicase unwinding, fluorescent forked duplex, kinetic; note: potency is the fitted concentration of half-maximal effect; % is set by controls: 0 for no effect and ±100 for the full control effect; nearly all actives have a fitted effect of over 55% in size
#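 Fluorescence dequenching readout, ex 525 nm/em 598 nm, kinetic mode: forked duplex DNA (100 nM final) with adjacent fluorophore and quencher unwound by WRN (20 nM final) with 2 mM ATP. Compound preincubation 15 min, room temperature.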
# EPAC2 ag – qHTS for Agonist of cAMP-regulated guanine nucleotide exchange factor 4 (EPAC2): primary screen; Rap guanine nucleotide exchange factor 4 (Homo sapiens), Q8WZA2; EPAC2 activation, biochemical qHTS; response scale: 100% = 6.5 mM cAMP response; Potency, µM (highest dose often 154 µM), for inactives: at the top dose activation, most hits filed as activators; 360,000 tested, 0.079% active; AID 720711, 2013; note: potency is the fitted concentration of half-maximal effect; nearly all actives have a fitted effect of over 50% in size
# Target sequence (Q8WZA2 whole entry, looked up): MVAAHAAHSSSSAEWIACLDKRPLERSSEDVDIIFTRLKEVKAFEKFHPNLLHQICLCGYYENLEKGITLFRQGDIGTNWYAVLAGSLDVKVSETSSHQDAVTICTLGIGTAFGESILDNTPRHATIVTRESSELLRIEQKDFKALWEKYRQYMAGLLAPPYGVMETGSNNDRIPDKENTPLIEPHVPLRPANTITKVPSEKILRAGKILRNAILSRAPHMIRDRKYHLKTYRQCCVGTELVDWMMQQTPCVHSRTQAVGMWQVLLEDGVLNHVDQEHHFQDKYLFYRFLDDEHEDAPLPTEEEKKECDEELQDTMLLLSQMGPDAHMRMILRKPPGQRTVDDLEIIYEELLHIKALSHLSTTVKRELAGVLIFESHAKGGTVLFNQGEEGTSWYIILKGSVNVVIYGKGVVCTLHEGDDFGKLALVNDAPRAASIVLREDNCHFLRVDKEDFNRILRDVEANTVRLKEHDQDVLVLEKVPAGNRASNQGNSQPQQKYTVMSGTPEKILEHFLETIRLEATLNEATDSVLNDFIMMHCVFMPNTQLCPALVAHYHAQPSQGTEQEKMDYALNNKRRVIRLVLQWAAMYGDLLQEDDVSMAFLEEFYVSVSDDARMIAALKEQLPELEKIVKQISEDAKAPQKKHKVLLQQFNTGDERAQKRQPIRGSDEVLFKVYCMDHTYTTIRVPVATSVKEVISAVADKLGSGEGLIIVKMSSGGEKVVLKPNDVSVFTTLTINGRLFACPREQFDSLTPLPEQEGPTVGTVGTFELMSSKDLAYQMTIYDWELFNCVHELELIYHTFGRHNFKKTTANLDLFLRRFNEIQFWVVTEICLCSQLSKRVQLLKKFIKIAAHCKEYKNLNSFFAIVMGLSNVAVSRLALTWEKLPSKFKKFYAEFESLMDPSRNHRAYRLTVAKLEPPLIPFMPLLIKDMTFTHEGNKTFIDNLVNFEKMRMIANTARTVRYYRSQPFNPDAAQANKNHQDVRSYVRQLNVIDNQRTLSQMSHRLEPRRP
#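 EPAC2 (100 nM) mixed with Rap1B loaded with BODIPY-GDP (250 nM) plus 50 uM unlabeled GDP; compounds pinned in, 5 min RT, then read every 5 min for 30 min (ex 480, em 540 nm). Normalized to cAMP control.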
# EPAC1 agonist – qHTS for Agonist of cAMP-regulated guanine nucleotide exchange factor 3 (EPAC1): primary screen; EPAC1 agonist qHTS, biochemical assay; response scale: 100% = response to 6.5 mM cAMP; 360,000 tested, 0.073% active; Potency, µM (top dose mostly 154 µM), for inactives: top-dose activation, most hits filed as activators; AID 720707, 2013; note: potency is the fitted concentration of half-maximal effect; nearly all actives have a fitted effect of over 60% in size
#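 EPAC1 100 nM, Rap1B–BODIPY-GDP 250 nM, unlabeled GDP 50 uM; compound titration; 5 min RT; kinetic read ex480/em540 at 5-min intervals ×30 min; data normalized to 6.5 mM cAMP agonist control.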
# IL-2 act – qHTS of IL-2 Activators; IL-2 activation reporter assay, cell-based qHTS; stimulated with anti-CD3/CD4/CD28 beads; in transgenic mouse T cells; activation, % (series mostly up to about 46 µM); 360,000 tested, 0.065% active; in the data active = activation above about 50%; inconclusive = mostly about 30% to 49%; note: 0% is about no effect
#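 Unstimulated transgenic mouse T cells, 750 per well, received compound and, after 60 minutes, anti-CD3/anti-CD4 bead plus anti-CD28 stimulation. EGFP and DsRed were quantified after 18 hours.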
# EPAC1 antagonist – qHTS for Antagonist of cAMP-regulated guanine nucleotide exchange factor 3 (EPAC1): primary screen. Rap guanine nucleotide exchange factor 3 (Homo sapiens), O95398. EPAC1 GEF assay, Rap1b-BODIPY-GDP exchange fluorescence. Potency, µM (highest dose often 115 µM), for the others: at the highest dose activity change, negative = inhibition, actives largely listed as inhibitors. 360,000 tested, 0.14% active;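 note: potency is the fitted concentration of half-maximal effect; plate controls were vehicle for no effect and positive control for full effect; nearly all actives have a fitted effect of over 50% in size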
# CCT chaperon mod – High-Throughput Screening for Modulators of Cytosolic Chaperonin Activity | activity change, % (concentration not given with the values), hits read low | 360,000 tested, 0.3% active | purified chaperonin ATPase assay, HTRF ADP detection, 30 min | AID 651819, 2012; in the data active = activity change below about -30%; note: % is set by controls: 0 for no effect and ±100 for the full control effect
#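 TRiC (40 or 20 nM final, by batch activity) in 30 mM Tris pH 7.4, 100 mM KCl, 5 mM MgCl2, 1 mM DTT was treated with compound at 76 uM single dose, then 10 uM ATP, 30 min at 37 °C. ADP was read by HTRF Transcreener.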
# PLK1 PBD inh – qHTS for Inhibitors of PLK1-PDB (polo-like kinase 1 - polo-box domain): Primary Screen; Potency, µM, without a hit: max response, negative = inhibition, actives largely listed as inhibitors; Serine/threonine-protein kinase PLK1 (Homo sapiens), P53350; 360,000 tested, 2.8% active; Plk1 PBD binding of FITC phosphopeptide, fluorescence polarization; note: potency is the fitted concentration of half-maximal effect; series mostly up to about 57 µM; % is set by controls: 0 for no effect and ±100 for the full control effect; nearly all actives have a fitted effect of over 65% in size
# An asterisk follows results filed as active; ? = inconclusive; / = no result given; [ ] = dose if it differs, or a comment. Unless noted, calls come from the whole dose curve; as a rule, active = well fitted curve in the direction sought with a large enough effect; inconclusive = small, poorly fitted or top-dose-only effect, or another doubt; inactive = no such curve, though single readings can be large; an effect the other way counts as inactive or inconclusive. Some of the compounds tested; the hit share may differ from the screen's.
SMILES,PI5P4K alpha inh,WRN helicase inh,EPAC2 ag,EPAC1 agonist,IL-2 act,EPAC1 antagonist,CCT chaperon mod,PLK1 PBD inh
COc1cc(NC(=O)COC(=O)CSc2ccccc2F)c(C)cc1[N+](=O)[O-],0,0%,14%,9%,-0.3,-18%,-2.4,-4%
Cc1nc2ccc(Br)cc2c(-c2ccccc2)c1C(=O)O,-4,-20%,2%,24%,-3.0,13%,-2.1,-28%
O=C(Nc1ccc2c(c1)OCCO2)C1CCCN(S(=O)(=O)c2cccs2)C1 (stereo not drawn),-6,-4%,1%,14%,-0.8,8%,-11,0%
Cc1ccc(S(=O)(=O)CCC(=O)Nc2cccc([N+](=O)[O-])c2)cc1,-7,0%,4%,3%,0.8,-4%,-1.9,-6%
O=C(c1ccc(Cl)cc1)C1CCN(C(=O)NC2CCCCC2)CC1,/,2%,11%,15%,-1.4,-3%,-5.6,-5%
CN(C)CCN(C(=O)/C=C/c1cccs1)c1nc2c(F)cc(F)cc2s1,-4,-30%,27%,-1%,-6.5,-11%,1.6,-9%
Cc1onc(-c2ccccc2)c1C(=O)OCC(=O)NCc1ccc(F)cc1,1,-5%,-4%,-15%,0.3,-10%,-2.4,-6%
COc1ccc(-c2nnc(SCc3ncc(-c4ccccc4)o3)o2)cc1,5,-9%,-3%,0%,-3.2,7%,0.1,-1%
CCOC(=O)c1c(-c2ccccc2)csc1NC(=O)C1CCCO1 (stereo not drawn),/,-5%,8%,3%,-1.4,17%,2.8,24µM*
O=C(NCCc1ccccc1)C1CCCN(C(=O)Nc2ccc(F)cc2)C1 (stereo not drawn),-6,2%,6%,8%,-2.7,?,-1.1,1%
CC1(c2ccc(Cl)cc2Cl)OCC(Cn2ccnc2)O1 (stereo not drawn),?,-1%,-4%,1%,0.6,-10%,1.0,30µM*
CCCCNC(=O)C1CC(c2ccccc2[N+](=O)[O-])=NO1 (stereo not drawn),0,0%,5%,-3%,-0.1,-23%,-1.2,-4%
CCc1ccc(NC(=S)Nc2ccc3cn[nH]c3c2)cc1,-6,1%,2%,12%,-1.7,?,-1.7,-11%
CNS(=O)(=O)c1cccc(C(=O)OCC(=O)Nc2sc3c(c2C#N)CCCCC3)c1,-3,-14%[57.1 µM],7%,9%,-3.9,-2%,-0.2,-9%
COc1ccc(S(=O)(=O)Nc2ccccc2)cc1OC,-3,4%,-2%,2%,-1.8,-1%,-2.3,-8%
CCN(C(=O)CN1CCC(C(=O)OC)CC1)c1c(N)n(Cc2ccccc2)c(=O)[nH]c1=O,1,0%,10%,17%,0.6,3%,-3.4,-4%
COc1cccc(-c2nc(-c3ccc4c(c3)NC(=O)CO4)cs2)c1,-3,-3%,10%,8%,0.0,-14%,-4.5,13µM*
O=C(NCc1ccccc1Cl)C1CCN(S(=O)(=O)N2CCC3(CC2)OCCO3)CC1,/,10%[57.1 µM],7%,-2%,-0.7,6%,-1.2,-2%
CCOC(=O)c1ccc(COc2nc3ccccc3nc2-c2ccccc2NC(C)=O)o1,-5,-18%[57.1 µM],-14%,-3%,-1.3,5%,-5.0,?
NC(c1csc(Nc2ccc(C(=O)c3ccccc3)cc2)n1)c1ccccc1Cl (stereo not drawn),22,7%[57.1 µM],15%,3%,-0.6,-9%,-1.0,-16%
CCOC(=O)COc1ccc(Br)cc1C1NC(=O)NC(C)=C1C(=O)NCc1ccccc1 (stereo not drawn),/,-1%,2%,-1%,-0.9,8%,-1.8,-6%
COc1ccccc1CNc1nc(NCc2ccccc2SC)c2sccc2n1,?,-5%,15%,-15%,-0.6,-21%,-1.7,-4%
CCn1c(CC(=O)Nc2ccccc2)nnc1SCC(=O)NC1=NCCS1,4,-7%,2%,-8%,-0.4,1%,-4.6,-1%
COC(=O)C[C@@H]1C=C[C@@H](NC(=O)Nc2cccc(F)c2)[C@@H](CO)O1,2,3%,1%,5%,0.7,-14%,/,0%
C=CCNC(=O)COc1cc(C)ccc1C,-8,3%,7%,5%,0.4,-13%,-2.5,-13%
CC(C)C(NS(=O)(=O)c1cccc2nsnc12)C(=O)N1CCc2ccccc2C1 (stereo not drawn),/,-5%,10%,11%,-1.6,-1%,0.3,1%
COc1cc(/C=C2\SC(=Nc3ccccc3)NC2=O)cc(Cl)c1O,-104*,?,9%,22%,6.9,-23%,-9.5,79%[activator]
O=C1c2ccccc2C(=O)c2cc(N3CCCCC3)ccc21,?,-8%,0%,-14%,-1.6,-21%,-0.6,1%
CC1CCC(NC(=O)CSc2nncs2)CC1 (stereo not drawn),-2,-4%,-1%,6%,0.8,-12%,1.0,0%
CCCCOc1[nH]c2nc(-c3ccco3)n(Cc3ccco3)c(=N)c2c1C#N,?,-37%,-1%,-17%,-2.4,-30%,1.0,-19%
CCN1CCN(C(C(=O)NC2CCCCC2)c2ccnc3ccccc23)CC1 (stereo not drawn),0,0%,4%,-6%,0.7,13%,-0.7,-3%
c1ccc(CNc2cccnc2)cc1,-4,-4%,5%,-9%,-1.8,4%,0.6,0%
CCC(C)Sc1nc2c(cnn2-c2ccc(F)cc2)c(=O)[nH]1 (stereo not drawn),5,4%,12%,8%,-4.9,-11%,-3.9,-7%
CC(CCN1CCN(CCO)CC1)c1ccccc1 (stereo not drawn),1,3%,-5%,2%,0.4,7%,0.4,2%
CCCN1Cc2cccc(C(=O)Nc3ccc(S(=O)(=O)N4CCCCCC4)cc3)c2C1=O,/,-3%,9%,2%,0.0,10%,-1.1,-8%
CCCn1c(O)c(N=Nc2ccc3ccccc3n2)c2ccccc21,6,2%,89µM*,-5%,16,1%,-0.2,?
COc1ccc(C(=O)NCS(=O)(=O)c2ccc(C)cc2)cc1,0,-7%,9%,3%,0.7,-1%,-3.0,-21%
CC1(C(=O)NS(=O)(=O)c2ccc(F)cc2F)CCN1C(=O)CC1CCCC1 (stereo not drawn),2,-2%,3%,12%,-0.2,-11%,0.6,-6%
O=S(=O)(Nc1cc(S(=O)(=O)N2CCOCC2)ccc1NCC1CCCO1)c1ccccc1 (stereo not drawn),-2,-8%,5%,8%,0.5,5%,-0.8,-1%
Cc1ccccc1OCC(O)CN1CCN(c2ccc(Cl)cc2)CC1 (stereo not drawn),7,-12%,12%,7%,-1.0,-18%,0.4,-8%

# Part of the list above in a different format:
SMILES	PI5P4K alpha inh	WRN helicase inh	EPAC2 ag	EPAC1 agonist	IL-2 act	EPAC1 antagonist	CCT chaperon mod	PLK1 PBD inh
c1ccc(CNc2cccnc2)cc1	-4	-4%	5%	-9%	-1.8	4%	0.6	0%
CCC(C)Sc1nc2c(cnn2-c2ccc(F)cc2)c(=O)[nH]1 (stereo not drawn)	5	4%	12%	8%	-4.9	-11%	-3.9	-7%
CC(CCN1CCN(CCO)CC1)c1ccccc1 (stereo not drawn)	1	3%	-5%	2%	0.4	7%	0.4	2%

# Further results
SMILES,PI5P4K alpha inh,WRN helicase inh,EPAC2 ag,EPAC1 agonist,IL-2 act,EPAC1 antagonist,CCT chaperon mod,PLK1 PBD inh
O=C(CN1C(=O)CCSc2ccccc21)Nc1ccc(F)cc1,/,0%,3%,-3%,-0.2,7%,-0.3,2%
COc1ccc(OCc2cc(C(=O)N(C)C(C)c3ccon3)no2)c(Cl)c1 (stereo not drawn),2,-9%,6%,-1%,-4.9,10%,0.8,1%
COCC(C)n1c(SCC(=O)NNC(=O)c2ccccc2)nc2ccccc2c1=O (stereo not drawn),-9,1%,-15%,3%,-0.5,0%,-3.7,-7%
CCCc1cc(=O)[nH]c(SCC(=O)c2cc(C)n(CC3CCCO3)c2C)n1 (stereo not drawn),-11,8%,12%,8%,0.1,-12%,-0.6,-17%
O=C1C=C(O)C(n2cncn2)C(c2ccc(F)cc2)C1 (stereo not drawn),3,2%[57.1 µM],-3%,0%,-4.4,-5%,1.1,3%
COc1ccc(CCn2c(=O)[nH]c3cc(C(=O)NCCCN4CCOCC4)ccc3c2=O)cc1OC,-1,-2%,-1%,11%,1.4,-20%,-0.6,-6%
O=C(N/N=C/c1ccccc1)c1ccc(CN2C(=O)c3cccc4cccc2c34)cc1,-9,-35%[57.1 µM],3%,3%,-3.1,5%,0.2,-13%
CCc1cc(CNC(=O)c2ccc(OC)c(OC3CCN(C(C)C)CC3)c2)on1,1,-8%,7%,-2%,0.6,2%,0.5,-7%
Cc1cc(C)c(C)c(S(=O)(=O)N2CCN(C(=O)c3cc(S(=O)(=O)N4CCOCC4)ccc3F)CC2)c1C,1,2%,5%,4%,-1.1,-9%,0.3,-5%
Cc1ccc(-n2ncc(C(=O)N3CCc4ccccc4C3)c2NC(=O)c2ccco2)cc1C,/,-6%,12%,4%,0.4,4%,-1.2,-7%
C=C(C)C(=O)N1CC2(CC(c3cccc(NC(=O)CC(c4ccccc4)c4ccccc4)c3)=NO2)C[C@H]1C(N)=O (stereo partly drawn),-4,-12%,-1%,-6%,-0.4,-21%,-1.3,-8%
CCNC(=S)N(Cc1cc2cc(C)c(C)cc2[nH]c1=O)C1CCCC1,5,-4%,9%,5%,3.7,-3%,-0.3,-9%
Cc1nc2c(OCc3ccc(C(F)(F)F)cc3)cccn2c1N(C)CC1CC1,-14,-6%,5%,-7%,0.3,-12%,-2.7,-12%
O=C(N/N=C1\CCS(=O)(=O)c2ccc(F)cc21)c1ccc([N+](=O)[O-])cc1,-13,-4%,6%,-3%,-0.5,-5%,-2.0,-3%
COc1ccc(Cl)cc1S(=O)(=O)N1CCCC(C(=O)NCc2ccccc2)C1 (stereo not drawn),3,-30%,1%,12%,-2.9,-6%,0.6,-6%
CC(C)CNC(=O)C(=O)Nc1cc2c3c(c1)C(C)C(=O)N3CCC2 (stereo not drawn),-1,-5%,12%,6%,-0.3,?,-1.8,-13%
